TGFb inhibitor – qHTS for Inhibitors of TGF-b; HepG2 CAGA-GFP TGF-b/SMAD3 reporter, GFP fluorescence, 18 h; TGF-beta stimulated, 500 pg/mL final; Potency, µM (highest dose often 46.1 µM), for inactives: at the top dose activity, negative = inhibition, actives largely listed as inhibitors; 410,000 compounds, 1.2% hits; further: potency means the concentration at half of the fitted maximal effect; on the % scale 0 is the no-effect control and ±100 the full control effect; nearly all actives have a fitted effect of over 65% in size
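Per well, imaged GFP fluorescence of HEPG2 CAGA-GFP cells gives the signal; cells get compound, then TGF-beta (500 pg/mL final), 18 h at 37 degrees C; %Activity versus -TGF-beta and +DMSO controls.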
CCT chaperon mod – High-Throughput Screening for Modulators of Cytosolic Chaperonin Activity. 360,000 compounds, 0.3% hits. purified chaperonin ATPase assay, HTRF ADP detection, 30 min. activity change, % (test concentration not listed), hits read low; in the data active means activity change below about -30%; further: on the % scale 0 is the no-effect control and ±100 the full control effect
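Enzyme 40 or 20 nM (batch-dependent) in Tris pH 7.4/KCl/MgCl2/DTT; cpd 76 uM single point; ATP 10 uM; 30 min 37 °C; Transcreener ADP HTRF detection, 30 min RT; ratio 665/615.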
Mm-Cpn inhibitor – Inhibitors of TCP-1 ring complex (TRiC) of Methanococcus maripaludis (MmCpn): qHTS | Potency, µM (titrated, usually from 76.9 µM), without a hit: top-dose activity, negative = inhibition, usual class: inhibitors | purified Mm-Cpn ATPase, ADP Transcreener TR-FRET | 330,000 compounds, 0.031% hits | Chaperonin Mm-Cpn (Methanococcus maripaludis); further: potency means the concentration at half of the fitted maximal effect; on the % scale 0 is the no-effect control and ±100 the full control effect; nearly all actives have a fitted effect of over 80% in size
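ATPase read-out: TR-FRET ADP immunoassay (anti-ADP Eu cryptate vs ADP-d2), ex 320 nm, em 590/665 nm; signal drops as ADP forms. Enzyme 25 nM, ATP 10 uM, 30 min at 37°C after 10 min compound preincubation.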
EPAC2 ag – qHTS for Agonist of cAMP-regulated guanine nucleotide exchange factor 4 (EPAC2): primary screen | EPAC2 activation, biochemical qHTS; response scale: 100% = 6.5 mM cAMP response | Potency, µM (series often up to 154 µM), for the others: at the highest dose activation, actives largely listed as activators | 360,000 compounds, 0.079% hits; further: potency means the concentration at half of the fitted maximal effect; nearly all actives have a fitted effect of over 50% in size
Target sequence (Q8WZA2 whole entry, looked up): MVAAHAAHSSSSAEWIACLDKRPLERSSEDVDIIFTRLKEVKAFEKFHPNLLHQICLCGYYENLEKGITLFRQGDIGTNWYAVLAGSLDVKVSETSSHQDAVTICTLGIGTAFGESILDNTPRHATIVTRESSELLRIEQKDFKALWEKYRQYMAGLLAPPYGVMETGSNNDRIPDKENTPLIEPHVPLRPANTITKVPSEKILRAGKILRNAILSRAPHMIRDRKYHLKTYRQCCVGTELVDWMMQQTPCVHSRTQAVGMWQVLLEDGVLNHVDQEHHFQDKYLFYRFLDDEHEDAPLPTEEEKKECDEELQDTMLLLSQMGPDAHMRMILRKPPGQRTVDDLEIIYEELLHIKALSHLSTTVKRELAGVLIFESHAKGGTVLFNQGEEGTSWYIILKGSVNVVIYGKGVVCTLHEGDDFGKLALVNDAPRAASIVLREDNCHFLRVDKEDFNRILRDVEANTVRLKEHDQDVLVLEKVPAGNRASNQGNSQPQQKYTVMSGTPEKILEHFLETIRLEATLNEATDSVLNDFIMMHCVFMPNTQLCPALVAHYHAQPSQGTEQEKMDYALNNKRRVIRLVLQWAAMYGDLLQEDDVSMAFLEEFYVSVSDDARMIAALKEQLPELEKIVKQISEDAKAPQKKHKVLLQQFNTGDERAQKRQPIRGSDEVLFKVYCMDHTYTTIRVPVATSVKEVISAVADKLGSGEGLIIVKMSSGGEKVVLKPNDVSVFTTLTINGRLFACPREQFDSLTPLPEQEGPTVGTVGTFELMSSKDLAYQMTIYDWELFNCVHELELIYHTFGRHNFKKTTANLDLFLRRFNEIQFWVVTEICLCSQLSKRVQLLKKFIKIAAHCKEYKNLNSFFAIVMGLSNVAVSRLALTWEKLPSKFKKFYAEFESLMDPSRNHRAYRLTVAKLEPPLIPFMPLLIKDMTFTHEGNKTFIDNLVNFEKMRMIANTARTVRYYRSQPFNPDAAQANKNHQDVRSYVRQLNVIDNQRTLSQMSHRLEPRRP
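Each well held 100 nM EPAC2, 250 nM RAP1B-BODIPY-GDP and 50 uM GDP. Fluorescence, read at 5-min intervals to 30 min, was referenced to a 6.5 mM cAMP positive control.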
A549 tox – Nrf2 qHTS screen for inhibitors: counterscreen for cytotoxicity. A549 ARE-Fluc cells, CellTiter-Fluor viability, 18-24 h. Potency, µM (titrated, usually from 46 µM), for the others: at the highest dose activity change, negative = cytotoxicity, most hits filed as inhibitors. 390,000 compounds, 0.16% hits. AID 504648, 2011; further: potency means the concentration at half of the fitted maximal effect; on the % scale 0 is the no-effect control and ±100 the full control effect
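A549 ARE-Fluc cells in 5% FBS OPTI-MEM, 5000 cells/well, rested 2 h then exposed to compounds in concentration-response for 18-24 h at 37 °C. Viability by CellTiter-Fluor fluorescence (Ex 405/Em 525) after 30 min; luciferase luminescence (BugLite, 15 min, RT) read afterwards.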
Nrf2 activator – qHTS of Nrf2 Activators | 410,000 compounds, 0.31% hits | AREc32 ARE-luciferase reporter (MCF7-derived line), luminescence, 24 h | Potency, µM (highest dose often 46.1 µM), inactives show at the top dose activation, actives largely listed as activators; further: potency means the concentration at half of the fitted maximal effect; % of control where 0% means no effect; nearly all actives have a fitted effect of over 65% in size
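ARE activation measured as luciferase luminescence (Steady-Glo, 30 min RT) in AREc32_Fluc cells after 24 hr compound exposure at 37 deg C, 5% CO2; cells seeded overnight at 1000/well in OPTI-MEM, 5% FBS.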
EPAC2 antag – qHTS for Antagonist of cAMP-regulated guanine nucleotide exchange factor 2 (EPAC2): primary screen; Rap guanine nucleotide exchange factor 4 (Homo sapiens), Q8WZA2; EPAC2 GEF exchange of Rap1B-BODIPY-GDP, fluorescence; Potency, µM (top dose mostly 114 µM), without a hit: top-dose activity, negative = inhibition, usual class: inhibitors; 360,000 compounds, 0.18% hits; further: potency means the concentration at half of the fitted maximal effect; on the % scale 0 is the no-effect control and ±100 the full control effect; nearly all actives have a fitted effect of over 45% in size; many of its hits are not listed in these tables
Nrf2 inh – Nrf2 qHTS screen for inhibitors. A549 ARE-Fluc reporter, luciferase luminescence, 18-24 h. Potency, µM (highest dose often 46 µM), for inactives: top-dose activity change, negative = inhibition, usual class: inhibitors. 360,000 compounds, 2.1% hits; further: potency means the concentration at half of the fitted maximal effect; on the % scale 0 is the no-effect control and ±100 the full control effect; nearly all actives have a fitted effect of over 60% in size
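A549 ARE_Fluc cells, 5000/well, 5% FBS OPTI-MEM; compounds in dose-response, 18-24 h at 37 °C/5% CO2; CellTiter-Fluor viability read (Ex 405/Em 525), then BugLite luciferase luminescence = Nrf2 activity.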
pAkt inh – HTS Assay for Inhibitors of Akt Phophorylation: Primary Screen. AID 651550, 2012. activity change, % for hits at 50 µM. Neuro2A IGF-stimulated pAkt S473 HTRF, 20 min; stronger effect = lower value. 360,000 compounds, 0.32% hits; in the data active means activity change below about -80%; inconclusive means mostly about -51% to -80%; further: on the % scale 0 is the no-effect control and ±100 the full control effect
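Neuro2A cells (4,500/well, DMEM with 0.5% FBS) were treated with compound at a single 50 µM final concentration, stimulated with 6 nM IGF for 20 min at 37 °C, and lysed. Phospho-Akt Ser473 was read by HTRF as 665/615 ratio ×10^4.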
* marks the source's active call; other numbers are inactive results; i = inactive; ? = inconclusive; / = not tested or not shown; [ ] = remark or other dose. Unless noted, the call rests on the fitted dose curve; in most records, active means well fitted curve in the direction sought with a large enough effect; inconclusive means small, poorly fitted or top-dose-only effect, or another doubt; inactive means no such curve, though single readings can be large; an effect the other way counts as inactive or inconclusive. Not all compounds are listed; count on the stated rates, not on these rows.

SMILES	TGFb inhibitor	CCT chaperon mod	Mm-Cpn inhibitor	EPAC2 ag	A549 tox	Nrf2 activator	EPAC2 antag	Nrf2 inh	pAkt inh
O=C(/C=C/c1ccco1)Nc1ccccn1	-10%	-0.7	0%	8%	-14%	34%	13%	?	i
O=C(NC12CC3CC(CC(C3)C1)C2)c1cc([N+](=O)[O-])ccc1Cl	5%	-0.4	-1%	5%	3%	5.8%	2%	8%	i
O=C(c1ccccc1)N(c1ccccc1)C1C=CS(=O)(=O)C1 (centres undefined)	7%	0.3	1%	-7%	-3%	-0.2%	4%	16%	i
COC(=O)c1ccccc1NC(=O)Nc1cc(C)cc(C)n1	-9%	-2.6	0%	-2%	-14%[1.84 µM]	0.0%	6%	-6%	i
O=C(COC(=O)CNC(=O)C1CCCCC1)NCc1ccccc1	19%	-2.9	1%	-6%	0%	-0.3%	-21%	3%	i
COc1cccc(CNC(=O)COC(=O)C2CC3CCCC(C2)C3=O)c1 (centres undefined)	0%	1.3	-3%	-3%	0%	-0.7%	7%	21%	i
COc1ccc(-c2noc(N3CCC(C(=O)NC(C)c4ccccc4)CC3)n2)cc1 (centres undefined)	-11%	-0.3	1%	-9%	-20%	-0.4%	6%	23µM*	i
CCCCc1nn2c(C)c(-c3ccc(OCC)cc3)nc2s1	?	/	/	/	-10%	4.4%	/	6%	/
CC(NC(=O)C1CCCN(S(=O)(=O)c2cnc[nH]2)C1)c1ccccc1 (centres undefined)	6%	-4.2	1%	9%	11%	-0.6%	16%	2%	i
C#CCn1c(=NC(=O)c2ccc(Cl)s2)sc2cccc(OC)c21	-3%	-1.1	-15%	9%	19%	10%	4%	-8%	i
O=C(c1csc2c1CCCC2)N1CCN(c2ccccc2)CC1	-18%	0.4	1%	18%	1%	-1.4%	0%	2%	/
COc1ccccc1N1CCN(CCS(=O)(=O)c2cc(Cl)ccc2Cl)CC1	-24%	0.5	/	10%	/	16%	4%	/	i
Cc1ccc(S(=O)(=O)NCCC(=O)Nc2cccc(S(=O)(=O)N3CCCC3)c2)cc1C	-7%	-0.6	-3%	5%	-1%	0.2%	-7%	-10%	i
OCC[C@H]1C[C@H](O)[C@@H](O)[C@@]2(OCc3ccccc32)O1	-2%	-0.1	1%	6%	4%	0.1%	-3%	3%	i
COc1ccc(NC(=O)COC(=O)CCSc2ccccc2)cc1OC	-3%	-1.6	0%	6%	-1%	-0.3%	-17%	8%	i

One compound at a time, as listed above:
Shown for COc1ccccc1N1CCN(CCS(=O)(=O)c2cc(Cl)ccc2Cl)CC1 : TGFb inhibitor: -24%; CCT chaperon mod: 0.5; Mm-Cpn inhibitor: /; EPAC2 ag: 10%; A549 tox: /; Nrf2 activator: 16%; EPAC2 antag: 4%; Nrf2 inh: /; pAkt inh: i
Shown for COC(=O)c1ccccc1NC(=O)Nc1cc(C)cc(C)n1 : TGFb inhibitor: -9%; CCT chaperon mod: -2.6; Mm-Cpn inhibitor: 0%; EPAC2 ag: -2%; A549 tox: -14%[1.84 µM]; Nrf2 activator: 0.0%; EPAC2 antag: 6%; Nrf2 inh: -6%; pAkt inh: i

Going on with the list.
SMILES	TGFb inhibitor	CCT chaperon mod	Mm-Cpn inhibitor	EPAC2 ag	A549 tox	Nrf2 activator	EPAC2 antag	Nrf2 inh	pAkt inh
CCOc1ccc(C2C(C(=O)Nc3ccc(C)cc3C)=C(C)Nc3c(C(=O)Nc4ccc(C)cc4)cnn32)cc1OC (centres undefined)	-18%	/	/	/	0%	-0.8%	/	15%	/
Clc1cccc(Nc2c3c(nc4ncnn24)CCC3)c1	?	-1.4	0%	2%	9%	2.2%	-2%	/	?
COc1cc(S(=O)(=O)N2CCCCC2)ccc1NC=O	-20%	-0.8	/	9%	0%	1.5%	-27%	2%	i
CCN(Cc1ccc(Cl)s1)C(=O)c1cccc(OCc2c(C)noc2C)c1	?	-0.3	0%	9%	?	7.3%	-5%	?	i
COc1ccc(N2CCN(C(=O)c3ccc(F)cc3)CC2)c([N+](=O)[O-])c1	?	-0.3	1%	15%	-4%	0.0%	-4%	-18%	i
O=C(COc1ccccc1)Nc1cccc(S(=O)(=O)N2CCCC2)c1	-3%	0.1	3%	4%	1%	-0.2%	-1%	-37%	i
CCC(=O)NC(Nc1cc(C)ccn1)(C(F)(F)F)C(F)(F)F	-7%	-3.4	0%	11%	0%[1.84 µM]	-0.4%	-5%	-14%	i
Cc1nc(NC(=O)COC(=O)C(NC(=O)c2ccco2)C(C)C)c(Cl)cc1Cl (centres undefined)	-7%	-1.9	-1%	7%	2%	0.2%	-2%	3%	i
Clc1ccc(Cn2ccc(-c3ccc4c(c3)OCO4)n2)cc1Cl	3%	-0.6	0%	9%	-2%	-0.3%	-5%	?	i
Cc1ccc(-n2ncc3c2CC(C)(C)CC3NC(=O)CCCN2CCCCC2=O)cc1 (centres undefined)	3%	1.2	?	7%	0%	0.2%	4%	-6%	i
CCN(CC(=O)Nc1cc(S(=O)(=O)N2CCOCC2)ccc1Cl)Cc1ccccc1	?	-2.4	0%	11%	?	0.2%	-17%	?	i
Cc1cccc(-c2cccc3nccn23)c1	-2%	0.8	/	3%	/	0.7%	-11%	/	i
CCOC(=O)c1ccc(NC(=S)Nc2ccc(Cl)cn2)cc1	-24%	1.7	-1%	4%	15%	2.7%	2%	12%	i
Cc1ccc(SC[C@H](CC(C)C)N2CCN(CCc3ccccc3)CCC2=O)cc1	?	0.0	-1%	3%	-17%	9.8%	-11%	?	i
O=C(NC1CCC(O)CC1)c1ccc(NS(=O)(=O)c2cccc([N+](=O)[O-])c2)cc1 (centres undefined)	1%	1.8	0%	1%	1%	0.3%	3%	2%	i

Molecules from the list above with a furan ring, fused or not (two):
SMILES	TGFb inhibitor	CCT chaperon mod	Mm-Cpn inhibitor	EPAC2 ag	A549 tox	Nrf2 activator	EPAC2 antag	Nrf2 inh	pAkt inh
O=C(/C=C/c1ccco1)Nc1ccccn1	-10%	-0.7	0%	8%	-14%	34%	13%	?	i
Cc1nc(NC(=O)COC(=O)C(NC(=O)c2ccco2)C(C)C)c(Cl)cc1Cl (centres undefined)	-7%	-1.9	-1%	7%	2%	0.2%	-2%	3%	i

New compounds follow.
SMILES	TGFb inhibitor	CCT chaperon mod	Mm-Cpn inhibitor	EPAC2 ag	A549 tox	Nrf2 activator	EPAC2 antag	Nrf2 inh	pAkt inh
CC1N(C(=O)N2CCOCC2)CCN1S(=O)(=O)c1cccc(C(F)(F)F)c1 (centres undefined)	12%	0.7	-1%	-5%	-1%	-0.8%	-7%	8%	i
COc1ccc(Cn2nnnc2C(CC(C)C)N2CCN(c3ccccc3)CC2)cc1 (centres undefined)	0%	0.1	3%	20%	0%	-0.6%	7%	/	i
O=C(CCC(=O)Nc1cc(C(F)(F)F)ccc1Cl)N/N=C\c1cc([N+](=O)[O-])ccc1O	-18%	-1.7	-2%	-1%	3%	0.3%	4%	5%	i
Cn1c(N)c(C(=O)COC(=O)c2cccs2)c(=O)n(C)c1=O	18%	1.0	1%	0%	-7%	0.9%	?	-20%	i
CS(=O)(=O)N(CC(=O)NCCc1ccccc1)c1cc(C(F)(F)F)ccc1Cl	-6%	/	/	/	0%	-0.8%	/	17%	/
Cc1cc(CN(C)Cc2cn(C)nc2-c2ccc(Oc3ccccc3)cc2)on1	-24%	1.3	0%	12%	0%	-1.0%	-13%	?	i
O=C(NCc1ccccc1)C1CCCN1C(=O)Nc1ccccc1[N+](=O)[O-] (centres undefined)	-9%	-1.6	0%	-4%	-10%	-0.2%	-4%	?	i
CCOC(=O)C1=C(C)NC(=S)NC1c1cc(C)sc1C (centres undefined)	-25%	-2.0	-2%	13%	4%	-0.1%	6%	-2%	i
COc1ccc(N(CC(=O)NCc2ccccn2)S(=O)(=O)c2ccccc2[N+](=O)[O-])c(OC)c1	-8%	0.8	0%	1%	1%	0.4%	-6%	1%	i
O=C1N(c2ccccc2C(F)(F)F)O[C@]1(c1ccccc1)C1CCCC1	?	-6.4	1%	-1%	0%	-0.9%	?	3%	i
O=C(Nc1cccc(S(=O)(=O)N2CCOCC2)c1)c1cccc(S(=O)(=O)N2CCCC2)c1	-12%	-0.4	0%	4%	1%	-0.5%	-6%	-19%	i
CN(C(=O)CSc1nc(-c2cccs2)nc2ccccc12)C1CCS(=O)(=O)C1 (centres undefined)	13%	5.6	-16%	-4%	-8%	0.5%	5%	0%	i
CCc1cc2c(=O)n(Cc3ccco3)c(SCC(=O)N3CCCc4ccccc43)nc2s1	-7%	-8.3	-4%	7%	-28%	6.3%	1%	26µM*	i
Cc1ccc(C2/C(=C(/O)c3ccccc3)C(=O)C(=O)N2CCN2CCOCC2)o1 (centres undefined)	-14%	-0.4	0%	2%	-5%	-0.4%	-3%	6%	i
CCN(C(=O)C1CCN(c2nc(-c3ccc(OC)cc3)no2)CC1)c1ccc(OC)cc1	?	0.7	0%	9%	-9%	0.8%	?	13µM*	i
O=C(CCCN1C(=O)c2ccccc2C1=O)Nc1ccc(Br)cn1	?	2.0	0%	-5%	1%[1.84 µM]	0.2%	11%	-3%	i
